Screening results (PubChem BioAssay)
All columns: NCI-60 one-dose screen, growth in % after 48 h at 10 µM unless noted; 100 = growth as untreated, 0 = no growth, -100 = all killed.
MDA-MB-468: MDA-MB-468 breast cancer; 78,000 tested, 8.5% active; AID 2202374
CCRF-CEM: CCRF-CEM leukemia; 77,000 tested, 7% active; AID 1794778
MOLT-4: MOLT-4 leukemia cells; 80,000 tested, 6.9% active
MDA-MB-435: MDA-MB-435 melanoma | 82,000 tested, 7.8% active
K-562: K-562 leukemia | 78,000 tested, 7.4% active
RPMI-8226: RPMI-8226 leukemia cells; 77,000 tested, 7.5% active
HOP-62: HOP-62 NSCLC | 80,000 tested, 3.9% active
SR: SR leukemia cells; 73,000 tested, 8.7% active
* marks the source's active call; other numbers are inactive results; x = not tested or not shown; & = joins results of further samples; [ ] = remark or other dose. How the source made its calls: active means growth percent below 10; inactive means the rest. Rows are unselected; overall some 15% were active at least once.

Each structure is followed by: MDA-MB-435	CCRF-CEM	SR	MDA-MB-468	HOP-62	RPMI-8226	MOLT-4	K-562
COc1ccc(-c2ccnc3c2c(-c2ccccc2)nn3-c2ccccc2)cc1
    87	98	85	83	100	90	91	86
CS(=O)(=O)Nc1ccc(-c2nc(-c3cccc(O)c3)c(-c3ccnc(Br)c3)[nH]2)cc1
    x	29	52	33	88	x	58	61
COc1ccc2oc3c(c4c(c5c6ccccc6n(C)c35)C(=O)N(O)C4=O)c2c1
    92	31	12	83	77	70	34	68
O=S(=O)(Nc1ncccn1)c1ccc(N=Nc2ccc(O)c3ncccc23)cc1
    49	19	20	51	80	18	50	24
CCOC(=O)c1csc2ncc(-c3ccc(OC)cc3)n12
    105	99	106	83	93	81	100	95
O=Cc1csc2ccccc12
    113	108	102	98	95	98	x	94
COC(=O)CC1C2(C)C3=C(C)C(c4ccoc4)CC3OC2C(OC(C)=O)C2C(C)(C(=O)OC)C=CC(=O)C21C (centres undefined)
    91	87	95	94	87	94	97	113
Nc1nc(-c2cc3ccccc3c(=O)o2)cs1
    107	101	99	88	97	92	93	92
COc1ccc2oc(=O)cc(C3NOC(N)=C3C#N)c2c1 (centres undefined)
    103	116	104	121	95	117	105	102
CCCSc1nc(-c2ccc(OCc3ccccc3)c(OC)c2)c(C#N)c(=O)[nH]1
    96	107	93	95	109	98	110	101
CN(C)C(=C(c1ccccc1)c1ccccc1)c1ccccc1
    100	104	109	109	92	101	93	94
COc1ccc(OC)c(C(=O)c2ccc([N+](=O)[O-])cc2)c1
    122	105	98	107	103	x	102	94
CCN(CC)Cc1cc(Nc2nc(/C=C/c3ccc(Cl)cc3)nc(Cl)c2-c2ccc(Cl)cc2)ccc1O
    75	76	38	58	x	63	67	45
CC(=O)N(C)C
    100[500 µM]	95[500 µM]	86[500 µM]	80[500 µM]	105[500 µM]	106[500 µM]	98[500 µM]	94[500 µM]
COc1ccc(OC)c(-c2cn3c(-c4c[nH]c5ccc(Br)cc45)csc3n2)c1
    89	96	78	84	104	84	82	85
O=C(O)C(CBr)c1ccccc1 (centres undefined)
    109	95	97	110	105	102	95	97
S=C(N/N=C/c1ccccn1)Nc1ccccn1
    47	-15*	-29*	-1.7*	14	-2.9*	-28*	8.5*
CCOC(=O)Nc1ccc(F)cc1
    101	104	96	100	103	103	105	115
COc1ccc(-c2cc(-c3nnc(SC/C(=N/O)c4ccccc4)o3)c3ccccc3n2)cc1
    95	112	94	110	89	101	100	102
COC(=O)c1c2c(c(C)[n+]([O-])c1C)C(=O)C(NCc1ccc(Br)cc1)=CC2=O
    -77*	34	30	-17*	31	48	35	32
NS(=O)(=O)c1ccc(N2N=C(c3ccc(Cl)cc3Cl)CCC2=O)cc1
    101	x	109	102	87	127	95	107
COc1ccc(-c2nc3sccn3c2-c2cc(-c3ccc4cc(OC)ccc4c3)on2)cc1
    96	95	93	99	89	93	99	101
CC(=O)c1ccc(NC(=O)N(CCCl)N=O)cc1
    95	97	68	99	113	97	100	96
N=C(N)SCc1csc(N)n1
    102	100	93	106	98	101	105	106
Cc1cc(=O)n2c(nc3ccccc32)s1
    106	94	97	99	117	101	98	95
CCOC(=O)c1nnn(Cc2cc(=O)oc3ccc4ccccc4c23)c1C
    107	98	90	102	98	89	89	92
Nc1ccccc1NC(=O)c1ccc(-n2nc(-c3ccccc3)c3ccccc32)cc1
    92	9.4*	49	95	85	-8.1*	4.7*	44
O=C1[C@@H](OS(=O)(=O)N2CCCC2)[C@H](c2ccc(F)cn2)N1c1cc2c3ccccc3ccc2c2ccccc12
    106	85	88	97	87	86	88	94
Cc1ccc(-c2nn(-c3ccccc3)cc2/C=C/C(=O)c2ccc(NC(=O)CCCCCCC(=O)NNc3ccccc3)cc2)cc1
    98	107	104	107	95	113	112	126
Cc1ccc(C(=O)c2sc3[nH]c(=O)c(C(=O)O)cc3c2N)cc1
    121	148	131	100	101	93	139	113
COC(=O)C(=[N+]=[N-])C(=O)c1cccc([N+](=O)[O-])c1
    108	75	95	97	87	91	101	95
N#Cc1ccccc1Cn1cc(CSc2nc3ccccc3o2)nn1
    102	99	105	106	89	105	99	93
COc1ccc(-c2nc3ccc(-c4nnc(SCC(=O)Nc5ccc(C(=O)/C=C/c6cc(OC)c(OC)c(OC)c6)cc5)o4)cc3[nH]2)cc1
    94	55	32	87	93	25	58	63
CCOC(=O)C(O)C(=O)OCc1ccc2ccccc2n1 (centres undefined)
    107	92	98	104	98	98	100	98
COc1ccc2c(c1)O/C(=C/c1ccc(OCC(=O)Nc3ccc(S(=O)(=O)N=C(N)N)cc3)c(OC)c1)C2=O
    102	79	70	91	104	73	97	91
Cc1ccc(C)c(NC(=O)N2CCCCC2C)c1 (centres undefined)
    90	99	102	97	102	107	97	102
CCCCCCCCCCCCCCCC(=O)OC[C@@]1(O)C[C@@]23CC[C@@H]4C(C)(C)CCC[C@@]4(C)[C@@H]2CC[C@H]1C3
    107	43	23	103	106	82	57	59
O=c1/c(=C/c2ccccc2F)sc2ncnn12
    85	78	73	98	97	76	78	81
CCNC(=O)CNC(=O)C(Cc1ccc([N+](=O)[O-])cc1)NC(=O)OC(C)(C)C (centres undefined)
    108	96	96	105	95	103	92	106
CC(O[N+](=O)[O-])c1cccc([N+](=O)[O-])c1 (centres undefined)
    116	x	x	108	125	111	x	x
COc1cc(CO)ccc1OCc1ccccc1
    97	x	x	97	98	94	91	95
CC(C)CN1CCN(CCCOC(=O)Nc2cccc3ccccc23)CC1C (centres undefined)
    107	95	98	113	105	94	95	118
CC(C)(C)CC(C)(C)c1ccc(OCCOc2ccc(C(=O)NCCNC(=O)c3ccc4ccccc4c3O)cc2N)cc1
    108	82	79	108	100	93	84	83
CCCS(=O)(=O)c1oc(-c2ccc(F)cc2)nc1S(=O)(=O)c1ccc(F)cc1
    -80*	-51*	x	-91*	84	-47*	x	x
O=C1C=CC(=O)N1Cc1ccncc1
    109&102	101&71	x	107&105	109	99&122	75	98&91
Cc1ccc(N2CCN(CC(O)COc3ccccc3Cl)CC2)cc1 (centres undefined)
    118	94	94	99	101	105	87	104
Clc1cc2c(nn1)Nc1ccccc1S2
    98	94	77	97	97	78	96	98
Cc1ccc(S(=O)(=O)C2=C3C(=C(c4ccccc4)c4ccccc43)CN(S(=O)(=O)c3ccc(C)cc3)C2)cc1
    74	-7.7*	3.9*	51	89	-22*	-6.7*	18
Oc1[nH]c2cc(Cl)ccc2c1/C=c1/ccc2c(c1)N=C(c1ccc(C(F)(F)F)cc1)N=2
    90	93	90	116	114	84	69	83
CC(C)=C1CCC(C)C/C1=N\N=C(N)N (centres undefined)
    101	87	105	101	101	97	99	98
COc1cc(C=C2C(=O)NC(=O)NC2=O)cc(CN2CCCCC2)c1O
    104	104	113	111	106	105	106	107
COc1cc(/C=N/NC(=O)c2cnn3c2NC(c2ccccc2)C3)ccc1Oc1ccccc1 (centres undefined)
    -23*	29	18	6.7*	22	56	50	17
Cc1ccc([N+](=O)[O-])c2ccccc12
    118	55	102	109	107	122	101	106
O=C1C2C(c3cccs3)C=C(c3ccc(Cl)cc3)N2C(=S)N1c1ccccc1 (centres undefined)
    110	98	98	80	101	99	95	101
O=c1[nH]c2cc(Cl)ccc2n1C1CCN(c2ccc3nnc(Cl)n3n2)CC1
    98	89	82	85	95	91	101	81
COc1cc(-c2ccc(NC(=O)CC(C)=O)c(OC)c2)ccc1NC(=O)CC(C)=O
    105	100	94	109	98	95	90	98
Fc1ccccc1Nc1n[nH]c(=S)s1
    117	-60*	x	106	108	110	114	107
CCOC(=O)C1(C(=O)OCC)CCCCC1=O
    111	94	101	111	92	105	103	105
COc1ccc(/C=C2\N=C(Nc3ccccc3)N(NC(=O)CCl)C2=O)cc1
    100	79	104	110	119	96	61	107
Cn1c(N2CCCCC2)nc(N)c(C=O)c1=O
    105	101	90	95	90	91	109	104

(list continues)
Each structure is followed by: MDA-MB-435	CCRF-CEM	SR	MDA-MB-468	HOP-62	RPMI-8226	MOLT-4	K-562
CC(O)CN=Cc1ccccc1 (centres undefined)
    112	120	100	103	103	116	107	97
COc1ccc(/C=C2\Oc3cc(C)c(Cl)cc3C2=O)cc1
    103	98	87	112	98	98	93	93
O=C1c2c(O)cc(O)cc2O[C@@H](c2ccc(O)cc2)[C@@H]1c1c(O)cc(O)c2c(=O)cc(-c3ccc(O)c(O)c3)oc12
    110	114	103	113	96	100	121	111
NS(=O)(=O)c1cc(Cl)cc(Cl)c1O
    118	89	77	125	112	93	77	102
CCCCCCCCCCCC(=O)Oc1ccc(O)cc1
    107	65	91	86	113	65	93	92
O=C1NC(=C(Cl)Cl)/C(=N/S(=O)(=O)N2CC(C(=O)O)C2)N1
    111	106	98	94	101	107	103	114
Cc1ccccc1N=NC(C#N)C#N
    96	99	95	88	106	x	116	110
CCCCC[C@H]1N=C(N)N[C@H]2CC[C@@H]1O2
    101	93	x	96	98	x	114	89
O=C(CN1CCCCC1)N1c2cccc3cccc(c23)N(C(=O)CN2CCCCC2)C1c1cn(-c2ccccc2)nc1-c1cccc([N+](=O)[O-])c1
    91	61	27	66	84	44	66	49
O=c1[nH]nc(-c2n[nH]c(=O)o2)o1
    102	89	98	x	x	126	81	89
CCN(CC)CCC(=O)c1ccccc1
    90	90	81	57	89	61	82	92
COC(=O)Cn1c(-c2ccc(C)o2)nc2cc3nc4ccccc4nc3cc21
    115	127	93	108	96	112	96	90
S=C=Nc1ccc(N2CCOCC2)cc1
    92	81	71	87	90	88	93	90
CCCCCCCCC1CC(C)CCC1=O (centres undefined)
    108	x	81	106	x	102	88	89
Cc1cc(C)cc(C(=O)Nc2cccc(C#Cc3cccc4[nH]nc(N)c34)c2)c1
    2.3*	31	4.4*	43	67	47	27	9.8*
NC(Cc1ccc(O)cc1)C(=O)N/N=C/c1ccccc1O (centres undefined)
    108	81	83	108	105	103	76	105
O=C(c1ccc(Cl)cc1)c1ccccc1Cl
    106	91	96	x	94	83	87	97
COc1ccc2cc(C(C)C(=O)Nc3ccc(C(=O)Nc4ccc(S(=O)(=O)N=C(N)N)cc4)cc3)ccc2c1 (centres undefined)
    109	x	x	118	106	104	98	121
C#CC(NCCC(C)CC(C)(C)C)C(C)C (centres undefined)
    111	110	98	87	103	108	92	98
CCC1(c2ccccc2)CN(C)C1=O (centres undefined)
    101	93	87	91	102	105	118	138
CC1=NN(c2cccc(S(N)(=O)=O)c2)C(=O)C1
    95	80	107	96	98	271	100	99
CCSC1=NC2C(N(CC)C(=O)N2CC)N1/N=C/C=C/c1ccccc1 (centres undefined)
    83	85	76	89	87	68	85	74
O=C1C2CCCN2C(=O)c2ccccc2N1Cc1cn(-c2ccc(F)cc2F)nn1 (centres undefined)
    103	110	117	110	110	106	103	106
CCN(CC)CCCNc1nccc2c(OC)cccc12
    103	102	105	90	86	95	106	100
COc1ccc(-c2c(C#N)cnc(N)c2-c2nc3ccccc3s2)c(OC)c1
    100	105	107	97	102	101	99	109
CCCCCCCOC(=O)c1ccc(C(C)C)cc1
    110	93	86	106	91	93	89	99
c1coc(-c2cc3nc(N4CCOCC4)nc(-c4cccs4)n3n2)c1
    90	83	61	99	105	80	77	85
Cc1cc(CC(=O)O)cc(C)c1C
    94	x	109	102	110	92	113	99
Nc1nc(=O)c2cccnc2c(=O)[nH]1
    102	111	98	101	100	112	105	104
CCOC(=N)c1ccc(C(=N)OCC)cc1
    114	107	92	106	84	109	111	99
N[C@@H](CCCCNCC(=O)O)C(=O)O
    102	109	99	x	101	116	x	100
Cc1cc(O)c2c(c1)C[C@H]1[C@@H]3CC[C@H]4CC(=O)CC[C@]4(C)[C@H]3CC(=O)[C@]21C
    91	59	59	71	123	57	54	53
O=C(O)C1CC2C3CC(C(=O)O)C(C3)C2C1 (centres undefined)
    94	99	110	112	113	x	118	105

A draw from above in order of SMILES length, low to high:
Each structure is followed by: MDA-MB-435	CCRF-CEM	SR	MDA-MB-468	HOP-62	RPMI-8226	MOLT-4	K-562
CCOC(=N)c1ccc(C(=N)OCC)cc1
    114	107	92	106	84	109	111	99
Nc1nc(=O)c2cccnc2c(=O)[nH]1
    102	111	98	101	100	112	105	104
CCCCCCCOC(=O)c1ccc(C(C)C)cc1
    110	93	86	106	91	93	89	99
CCN(CC)CCCNc1nccc2c(OC)cccc12
    103	102	105	90	86	95	106	100
O=C(O)C1CC2C3CC(C(=O)O)C(C3)C2C1 (centres undefined)
    94	99	110	112	113	x	118	105
CC1=NN(c2cccc(S(N)(=O)=O)c2)C(=O)C1
    95	80	107	96	98	271	100	99
NC(Cc1ccc(O)cc1)C(=O)N/N=C/c1ccccc1O (centres undefined)
    108	81	83	108	105	103	76	105
c1coc(-c2cc3nc(N4CCOCC4)nc(-c4cccs4)n3n2)c1
    90	83	61	99	105	80	77	85
CCSC1=NC2C(N(CC)C(=O)N2CC)N1/N=C/C=C/c1ccccc1 (centres undefined)
    83	85	76	89	87	68	85	74
COc1ccc(-c2c(C#N)cnc(N)c2-c2nc3ccccc3s2)c(OC)c1
    100	105	107	97	102	101	99	109
O=C1C2CCCN2C(=O)c2ccccc2N1Cc1cn(-c2ccc(F)cc2F)nn1 (centres undefined)
    103	110	117	110	110	106	103	106
COc1ccc2cc(C(C)C(=O)Nc3ccc(C(=O)Nc4ccc(S(=O)(=O)N=C(N)N)cc4)cc3)ccc2c1 (centres undefined)
    109	x	x	118	106	104	98	121

Two compounds from above with just MDA-MB-468.
SMILES	MDA-MB-468
Cc1cc(O)c2c(c1)C[C@H]1[C@@H]3CC[C@H]4CC(=O)CC[C@]4(C)[C@H]3CC(=O)[C@]21C	71
CCC1(c2ccccc2)CN(C)C1=O (centres undefined)	91
